Compound activity (PubChem)
TRHR PAM: allosteric enhancers of human TRH receptor; P34981; TRHR cells, fluo-8 calcium fluorescence, EC20 TRH enhancement; enhancement, % at 2 µM; hit rate 0.66% among 360,000; AID 493056; in the data active = enhancement above about 30%; also: 0% is about no effect
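TRHR-expressing cells loaded with fluo-8 calcium dye were read kinetically (ex 480/em 530) during compound addition, then stimulated with an EC20 of TRH (10 nM final). Enhancement of the Gq-mediated intracellular calcium response was scored.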
D1 potentiator: potentiators of human D1 dopamine receptor | HEK293 TREx D1 cells, calcium flux, dopamine EC20 potentiation | P21728 | hit rate 0.036% among 360,000 | potentiation, % at 10 µM; in the data active = potentiation above about 30%; also: 0% is about no effect
RXFP1 ag: activates the human relaxin receptor RXFP1; hit rate 0.3% among 370,000; Potency, µM (doses to about 57.5 µM), for inactives: top-dose activation, usual class: activators; AID 2676; HEK293T-RXFP1 cAMP TR-FRET, 30 min; response scale: percent of porcine relaxin response, buffer zero; Q9HBX9; active = well fitted activation curve with a large enough effect; inconclusive = small, poorly fitted or top-dose-only effect; also: potency is read from the fitted curve at half-maximal effect; % is scaled to controls: 0 for no effect and ±100 for the full control effect; nearly all actives have a fitted effect of over 60% in size; many of its hits are not listed in these tables
Target sequence (Q9HBX9 whole entry, looked up): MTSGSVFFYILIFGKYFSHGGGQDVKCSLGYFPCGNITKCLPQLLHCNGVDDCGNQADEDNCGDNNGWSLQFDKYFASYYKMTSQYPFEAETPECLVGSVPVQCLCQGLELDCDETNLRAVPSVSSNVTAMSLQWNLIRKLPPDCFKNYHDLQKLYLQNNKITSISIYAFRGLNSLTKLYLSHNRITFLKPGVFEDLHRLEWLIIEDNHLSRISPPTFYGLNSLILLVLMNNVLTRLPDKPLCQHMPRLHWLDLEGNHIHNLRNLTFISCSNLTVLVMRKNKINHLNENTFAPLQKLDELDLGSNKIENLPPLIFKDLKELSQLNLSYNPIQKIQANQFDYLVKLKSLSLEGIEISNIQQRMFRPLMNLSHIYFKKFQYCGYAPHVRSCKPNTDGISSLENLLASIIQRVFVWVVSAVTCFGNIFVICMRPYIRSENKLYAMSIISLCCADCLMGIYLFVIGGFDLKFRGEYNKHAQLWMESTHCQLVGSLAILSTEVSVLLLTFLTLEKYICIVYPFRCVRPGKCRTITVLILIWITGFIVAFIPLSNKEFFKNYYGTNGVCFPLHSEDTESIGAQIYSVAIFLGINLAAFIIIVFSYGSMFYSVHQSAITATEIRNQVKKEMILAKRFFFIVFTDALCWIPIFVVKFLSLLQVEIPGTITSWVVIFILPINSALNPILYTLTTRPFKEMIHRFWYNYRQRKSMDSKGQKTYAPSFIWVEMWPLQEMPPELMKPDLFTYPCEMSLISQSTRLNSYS
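HEK293T cells stably expressing RXFP1 were pretreated with the PDE4 inhibitor Ro 20174, exposed to compounds for 30 min at 37C, lysed, and cAMP was read by TR-FRET. Data normalized to buffer (basal) and 29 nM porcine relaxin (100%).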
RXFP1 antag: RXFP1 (human) relaxin receptor antagonism. Q9HBX9. HEK293-RXFP1, relaxin-stimulated cAMP HTRF, 30 min; hits give low values. activity change, negative = inhibition, % at 57.5 µM. hit rate 0.59% among 350,000;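 active = activity change of -60% or lower, but not beyond a set lower limit; inconclusive = change between -60% and -40%, or beyond the set limit; inactive = change above -40%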; also: % is scaled to controls: 0 for no effect and ±100 for the full control effect
D2 PAM: positive allosteric modulators of human D2 dopamine receptor; potentiation, % at 10 µM; HEK293 T-REx D2, calcium flux, EC20 dopamine potentiation; hit rate 0.34% among 340,000; P14416;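 active = potentiation over 3 SD above the plate norm, cut at about 30% in these data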; also: 0% is about no effect
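Cells plated with tetracycline inducer and held overnight at 30 C; calcium dye loaded 30–90 min at room temperature; baseline taken, compound added and read 180 s; EC20 dopamine then added and read 180 s.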
D2 antagonist: antagonists of human D2 dopamine receptor | hit rate 2% among 340,000 | inhibition, % at 10 µM | P14416 | HEK293 TREx D2 cells, calcium flux, dopamine EC80; in the data active = inhibition above about 30%; also: 0% is about no effect
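Inhibition of EC80 dopamine-driven calcium flux, recorded kinetically, defines activity here; cells are a tetracycline-induced HEK293 T-REx line expressing force-coupled D2.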
D1 antagonist: antagonists of human D1 dopamine receptor. HEK293 TREx D1 cells, calcium flux, dopamine EC80; hits give low values. activity change, negative = inhibition, % at 10 µM. hit rate 3.2% among 360,000; in the data active = activity change below about -30%; also: % is scaled to controls: 0 for no effect and ±100 for the full control effect
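Tetracycline-induced HEK293 T-REx cells with force-coupled D1 receptor were loaded with a no-wash calcium dye. Compound was added after a 10 s baseline and read kinetically for 180 s; EC80 dopamine was then added and calcium flux followed another 180 s.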
D2 agonist: D2 dopamine receptor (human) agonism; hit rate 0.53% among 340,000; AID 485358; HEK293 T-REx D2 cells, calcium flux agonist mode; P14416; activation, % at 2 µM;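 active = activation over 3 SD above normal in the single-dose calcium agonist read, cut at about 30% in these data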; also: 0% is about no effect
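Agonism scored from kinetic calcium signal (1 read/sec, 180 s) following compound pin transfer, after a 10 s baseline. Cells: HEK293 Trex line expressing inducible D2 receptor coupled to calcium, dye-loaded after overnight culture at 30 C.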
D1 agonist: human D1 receptor agonism | P21728 | HEK293 T-REx D1 cells, calcium flux, agonist mode | activation, % at 2 µM | hit rate 1% among 360,000 | AID 504660; in the data active = activation above about 30%; also: 0% is about no effect
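Agonism was scored from calcium flux recorded over 180 s (1 read/s) after pintool compound addition, following a 10-cycle baseline. Cells were inducible force-coupled HEK293 TREx D1, plated overnight at 30 C and loaded with no-wash calcium dye.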
* marks the source's active call; other numbers are inactive results; ? = inconclusive; · = no result given; & = joins results of further samples.

smiles	TRHR PAM	D1 potentiator	RXFP1 ag	RXFP1 antag	D2 PAM	D2 antagonist	D1 antagonist	D2 agonist	D1 agonist
O=C(CNS(=O)(=O)c1ccc2c(c1)OCCCO2)N1CCN(Cc2ccccc2)CC1	9	1	0.4%	4	16	14	14	-0.2	1
Nc1nc(-c2ccc3c(c2)CCCC3)cs1	6	1	-0.1%	2	3	-13	13	-1.5	3
COC(=O)c1cc(C(=O)OC)n(Cc2ccc(Br)cc2)n1	-1	-4	3.7%	15	-4	3	-2	-0.9	4
O=C(Cn1cc(S(=O)(=O)N2CCN(c3ccccc3F)CC2)c2ccccc2c1=O)Nc1ccc(F)cc1Cl	4	1	0.4%	·	1	·	-2	·	9
Cc1ccsc1C(=O)NCCc1ccc(S(N)(=O)=O)cc1	0	-3	-0.6%	-7	·	-15	-4	1.8	0
Cc1sc2ncn(CC(=O)N(CC(=O)NC3CCCC3)Cc3cccs3)c(=O)c2c1C	-2	4	1.9%	9	-22	2	3	6.0	9
COc1ccc(NC(C)=O)cc1NC(=O)CSc1nnc(-c2ccc(F)cc2)n1N	0	-1	1.9%	4	-1	-10	-18	0.2	2
CC(C)(C)c1ccc(C(=O)NNc2cc(Cl)cc(Cl)c2)cc1	3	-3	0.4%	-3	-5	18	2	0.7	4
CC1(C)CCc2cc(-c3ccn(S(=O)(=O)c4ccccc4Cl)n3)ccc2O1	-5	3	-0.6%	9	·	·	-16	·	1
O=C(CSc1nc2ccccc2s1)Nc1ccc(N2CCOCC2)c(Cl)c1	-5	-3	2.0%	-13	-6	-6	-5	-0.3	6
CCOc1ccc(-c2cc(C(=O)O)c3ccccc3n2)cc1	-4	0	7.2%	-6	5	17	·	-0.7	-1
O=C(O)CSc1c2c(nc3cc(C(=O)Nc4ccc(F)c(Cl)c4)ccc13)CCC2	3	-3	-3.7%	·	4	·	-7	-0.9	0
CCc1nc(SCC(=O)c2cc(C)ccc2C)n[nH]1	-6	-4	-1.2%	3	-10	15	1	0.4	0
O=C(O)CCCCCCCCc1cn(Cc2ccc(C(=O)c3ccccc3)cc2)nn1	4	4	2.4%	·	3	42*	2	-0.2	1
CSc1cc(-c2ccccc2)[nH]c(=O)c1C#N	16	-3	?	0	2	-14	-9	-0.4	13
COc1ccc(C(=O)/C(C#N)=N/Nc2ccc([N+](=O)[O-])cc2)cc1	-6	-4	0.3%	-4	3	5	-39*	7.4	26
O=C(C1CCC(CNS(=O)(=O)c2cccc3cccnc23)CC1)N1CCCC1 (stereo not drawn)	12	1	3.4%	·	-4	11	4	-1.9	2
O=C(COC(=O)c1ccco1)c1ccc2ccccc2c1	3	-6	-0.1%	-10	-9	15	-2	-0.2	3
CC1CCN(c2nc3c(c(=O)[nH]c(=O)n3C)n2Cc2ccccc2)CC1	-12	-5	3.2%	·	-6	-8	-20	-0.5	2
CO/N=C/NC(=O)NOCc1ccc(Cl)cc1Cl	-5	5	-0.4%	-3	10	27	-13	0.6	-3
O=C(Nc1nccs1)c1ccc(N2C(=O)C3CCCCC3C2=O)cc1 (stereo not drawn)	5	1	2.3%	6	-1	-40	0	-0.1	9
CCCNC(=O)C(=O)Nc1ccc(N(C)C)cc1	1	-1	-0.6%	-7	-10	-11	-4	-1.3	0
COc1cc(/C=C/C(=O)OCC(=O)Nc2ccc(C)cc2[N+](=O)[O-])ccc1O	-6	-3	1.1%	-3	9	-28	-3	0.7	2
CC(=O)Nc1ccc(Nc2ncnc3c2c(-c2ccccc2)cn3-c2ccc(C)c(Cl)c2)cc1	5	1	0.3%	-1	7	·	0	-1.2	-2
Cc1ccccc1N=Nc1c(N)n[nH]c1N	5	4	1.1%	-5	0	-33	-14	0.2	1
CCOC(=O)c1c(NC(=O)Nc2cccc(Cl)c2)sc(C)c1C	3	-1	0.7%	-12	-5	-10	2	0.3	1
CCCN1CCC(=O)N([C@H](CSc2ccccc2)c2ccccc2)CC1	-4	-5	0.0%	·	-20	-6	23	0.6	2
CN(C)C(=O)CN1C(=O)NC(c2ccccc2)(c2ccccc2)C1=O	0	5	-0.4%	-12	-9	12	-6	1.1	1
COc1ccccc1/C=C/c1nc(C#N)c(N2CCN(c3ccccc3)CC2)o1	11	3	11%	·	12	·	7	1.3	5
O=C(Nc1cccc(S(=O)(=O)N2CCCCCC2)c1)C1CC(=O)N(c2ccc3c(c2)OCCO3)C1 (stereo not drawn)	3	-2	0.7%	-14	0	7	-8	2.3	3
Cc1cccc(C(=O)N2CCN(c3ccc(C(F)(F)F)cn3)CC2)c1C	-4	-3	1.6%	-10	-2	-6	0	0.4	2
O=C(/C=C/c1ccccc1O)c1ccc(Cl)cc1	8	-2	-1.9%	-24	-6	4	-12	0.7	3
COc1cccc(CNC(=O)C(=O)NCCC2CCCCN2S(=O)(=O)c2ccccc2)c1 (stereo not drawn)	-2	-6	2.2%	3	-4	-4	14	0.0	0
Cc1ccc(C)c(OCCSc2nc3ccccc3n2CC(=O)N2CCOCC2)c1	-3	-2	-5.8%	·	1	·	5	-0.1	-2
COc1cccc(CNC(=O)C2CCN(S(=O)(=O)N3CCC4(CC3)OCCO4)CC2)c1	-2	-3	2.5%	-29	1	8	9	1.7	1
COc1cccc(-n2c(=O)c3sc4ccccc4c3n(CC(=O)Nc3cccc(Cl)c3)c2=O)c1	-4	0	-2.3%	·	9	·	-3	1.0	6
O=C(CNC(=O)C1CCCCC1)Nc1ccccc1	3	0	-0.2%	12	12	-11	7	1.5	1
Cc1ccnc(NC(=O)CCC(=O)N(CC(=O)NC2CCCCC2)c2cccc(C)c2C)c1	-4	-4	0.9%	-9	5	18	-42*	-1.3	1
O=C(Nc1cnn(Cc2ccc(Cl)cc2)c1)c1cccs1	-1	0	-4.2%	9	-22	-4	1	-0.1	3
C=CCNC(=O)c1cc(C(=O)C(C)c2ncc(C(F)(F)F)cc2Cl)c[nH]1 (stereo not drawn)	6	3	-0.9%	-10	12	-4	-2	-0.3	36*
Cc1cccc(C(=O)Nc2ccccc2OCc2cc(=O)n3cc(C)ccc3n2)c1	0	4	3.1%	-10	-5	·	3	-0.2	1
O=C(CSc1nc(N2CCCCC2)nc(N2CCCCC2)n1)Nc1nccs1	7	3	-0.3%	-4	-3	·	50	·	1
Cc1cc(C)n(-c2ccc(NC(=O)C3CCN(Cc4ccccn4)CC3)cc2)n1	6	-3	1.0%	10	-4	0	4	-1.5	2
CCCC(C(=O)NC(C)(C)CC)N(Cc1ccco1)C(=O)CNS(=O)(=O)c1ccccc1 (stereo not drawn)	-6	-7	1.3%	-5	-8	9	4	-0.3	3
CCNS(=O)(=O)c1ccc2c(c1)NCC2	-2	-10	2.8%	14	14	13	-11	0.0	1
CC1=[N+]([O-])C(N2CCOCC2)C(O)(c2ccccc2)C1 (stereo not drawn)	-3	-3	1.4%	2	10	-5	19	-0.3	2
Cc1cc(C)cc(NC(=S)N2CC(C)OC(C)C2)c1 (stereo not drawn)	2	4	-0.7%	-6	0	·	6	·	1
CCOC(=O)C1=C(Cn2cnc3ccccc32)NC(=O)NC1c1ccc(Cl)cc1 (stereo not drawn)	1	3	0.5%	-3	-5	17	3	0.4	2
COC(=O)c1ccccc1S(=O)(=O)N1CCC(C(=O)NC2CCCCC2)CC1	-1	·	2.7%	3	-2	19	11	0.1	5
CCCc1sc(N/N=C/c2ccccn2)nc1-c1ccc(Br)cc1	-3	-1	0.1%	7	·	·	-12	·	0
CCCOc1ccc(N2C(=O)CC(SCC(N)C(=O)OCC)C2=O)cc1 (stereo not drawn)	-2	-2	2.4%	0	-3	18	-3	0.1	1
CSc1ccc(CCNS(=O)(=O)c2csc(C(N)=O)c2)cc1	-3	-2	1.5%	13	-3	-3	-3	-0.1	1
CC(=O)Nc1cc2c(cc1C(=O)C(C)C)OCCO2	0	-3	2.2%	8	8	23	4	0.8	1
Cc1cccc(NC2=C(NCCO)C(=O)c3ccccc3C2=O)c1	2	-4	1.3%	5	6	21	2	0.0	6
O=C(c1ccccc1NS(=O)(=O)c1ccccc1[N+](=O)[O-])N1CCCC1	-2	1	-4.7%	-4	14	-5	-5	0.0	3
COc1cc(NC(=O)C/C(C)=N/NC(=O)C(OC)c2ccccc2)c(OC)cc1Cl (stereo not drawn)	-8	-2	0.2%	-6	-4	-4	-26	-0.1	0

(continued)
smiles	TRHR PAM	D1 potentiator	RXFP1 ag	RXFP1 antag	D2 PAM	D2 antagonist	D1 antagonist	D2 agonist	D1 agonist
COc1ccc(Cc2cc(-c3ccc(F)cc3)n[nH]c2=O)cc1	1	-7	-1.5%	11	7	6	-2	1.0	7
COc1ccc(OC)c(NC(=O)CC2SC(=Nc3ccc(F)cc3)N(CCC3=CCCCC3)C2=O)c1 (stereo not drawn)	3	-2	0.9%	7	-19	-8	18	0.3	2
O=C1CCSc2ccc(S(=O)(=O)Nc3ccc(Cl)c(C(F)(F)F)c3)cc2N1	2	-5	2.2%	·	-2	·	-17	-0.8	6
COc1ccc(NC(=O)CN2C(=O)COc3ccc(S(=O)(=O)N4CCOCC4)cc32)cc1Cl	6&-3	5&-1	0.8%&1.0%	0&-8	-2&2	-11	-3&8	0.0&-0.8	0&-1
Cc1ccc(C)c(S(=O)(=O)NC(CCC(N)=O)C(=O)O)c1 (stereo not drawn)	4	-1	-0.6%	-5	-7	-3	-7	8.0	1
O=C(NCC(=O)N(c1ccccc1)C(C(=O)NCC1CCCO1)c1ccccc1)c1cccs1 (stereo not drawn)	-2	-7	-2.3%	1	·	-6	-14	-2.9	0
CCN(CC)c1ccc(N2C(=O)CSC2=S)cc1	9	-4	-0.9%	-14	6	-7	1	0.1	3
NC(N)=NC(=O)c1nc(Cl)c(N2CCCCCC2)nc1N	4	-6	-1.1%	·	1	2	-8	1.1	0
O=C(CN1CCCN(S(=O)(=O)c2ccc(Br)s2)CC1)Nc1ccc(Cl)cc1	-11	-2	-0.1%	18	·	·	-11	·	4
Cc1ccc(Cl)cc1NS(=O)(=O)c1ccc2c(c1)NC(=O)CCS2	18	-6	-5.1%	·	6	·	-9	0.1	4

Results in D2 PAM and D1 agonist, for some of the entries so far:
compound	D2 PAM	D1 agonist
O=C(CN1CCCN(S(=O)(=O)c2ccc(Br)s2)CC1)Nc1ccc(Cl)cc1	·	4
O=C1CCSc2ccc(S(=O)(=O)Nc3ccc(Cl)c(C(F)(F)F)c3)cc2N1	-2	6

Not all compounds are listed; the hit share may differ from the screen's.
